# Screening data (PubChem)
# Fam108B counter: mouse Fam108B serine hydrolase inhibitors, primary screen, counter-screen for RBBP9 inhibitor project, biochemical, fluorescence polarization | recombinant Fam108B, FP-Rh probe fluorescence polarization | hit rate 0.33% among 300,000 | inhibition, % at 9.51 µM;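 active = inhibition above the screen mean inhibition plus 3 SD, computed separately per campaign, cut at about 18% in these data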;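 note: inhibitors lower polarization as less probe binds the enzyme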
# GSTO1 inh: inhibitors of recombinant GSTO1, primary screen, counter-screen for RBBP9 inhibitor project, biochemical, fluorescence polarization | Glutathione S-transferase omega-1 (Homo sapiens), P78417 | activity-based probe fluorescence polarization | inhibition, % at 5.96 µM | hit rate 1.1% among 300,000 | AID 1974, 2009;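 active = inhibition above the campaign mean inhibition plus 3 SD, cut at about 35% in these data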;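 note: 0% = GSTO1-1 with DMSO and 100% = wells lacking GSTO1-1 enzyme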
# TPT1 inhibitor: Candida albicans TPT1 enzyme inhibitors, primary screen, biochemical, fluorescence polarization; tRNA 2'-phosphotransferase TPT1 (Candida albicans SC5314); recombinant caTPT1, FP RNA substrate dephosphorylation; inhibition, % at 5 µM; hit rate 0.81% among 300,000; AID 1962, 2009;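 active = inhibition above the mean of all tested compounds plus 3 SD, set per screening campaign, cut at about 24% in these data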;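 note: plate controls were DMSO alone for no effect and ferristatin control at 100 nM for full effect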
# MEX-5 binding: MEX-5 zinc finger RNA-binding disruptors – biochemical, C. elegans, fluorescence polarization, MLPCN library, primary screen; Zinc finger protein mex-5 (Caenorhabditis elegans), Q9XUB2; MEX-5/FITC-TCR2 RNA binding; stronger effect = lower value; activity score (negative = inhibition of binding), % at 10 µM; hit rate 0.38% among 300,000; AID 1832, 2009;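 active = inhibition past about -25% in most replicates, and total fluorescence under double the plate's negative control median, limit read from the data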;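 note: 0% = DMSO and -100% = 5 µM competing unlabeled TCR2 RNA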
# Target sequence (Q9XUB2 whole entry, looked up): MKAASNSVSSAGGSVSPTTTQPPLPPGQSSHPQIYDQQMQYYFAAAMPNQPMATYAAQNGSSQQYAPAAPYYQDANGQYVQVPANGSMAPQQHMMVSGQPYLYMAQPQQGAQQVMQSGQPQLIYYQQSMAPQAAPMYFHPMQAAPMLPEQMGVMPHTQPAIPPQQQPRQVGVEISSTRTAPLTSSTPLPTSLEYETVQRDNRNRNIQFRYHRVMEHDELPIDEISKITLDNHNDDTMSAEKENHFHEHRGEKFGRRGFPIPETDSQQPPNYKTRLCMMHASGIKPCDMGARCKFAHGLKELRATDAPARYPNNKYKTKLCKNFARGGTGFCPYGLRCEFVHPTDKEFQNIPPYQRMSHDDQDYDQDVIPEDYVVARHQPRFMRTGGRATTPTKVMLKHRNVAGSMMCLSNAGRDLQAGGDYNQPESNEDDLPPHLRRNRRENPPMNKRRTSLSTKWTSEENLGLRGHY
# BCLXL inh: inhibitors of human Bcl-xL, primary screen, biochemical, fluorescence polarization, HTS | inhibition, % at 10.9 µM | GST-Bcl-xL / FITC-Bim BH3 peptide fluorescence polarization | hit rate 0.7% among 320,000;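 active = inhibition above the mean of all tested compounds plus 3 SD, cutoff set per campaign, cut at about 30% in these data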;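 note: 0% = DMSO wells and 100% = unlabeled Bim-BH3 peptide competitor; inhibitors lower millipolarization by displacing the labeled peptide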
# GLD-1 TGE inh: GLD-1/TGE RNA complex disruptors, primary screen, biochemical, fluorescence polarization; Female germline-specific tumor suppressor gld-1 (Caenorhabditis elegans), Q17339; purified GLD-1 + fluorescein TGE RNA; inhibition, % at 5.96 µM; hit rate 0.44% among 320,000; AID 2280, 2010;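 active = percent inhibition above a per-plate cutoff, the plate mean of test compounds plus 3 SD, cut at about 30% in these data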;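 note: 0% = DMSO wells with GLD-1 and probe and 100% = wells lacking GLD-1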
# Target sequence (Q17339 whole entry, looked up): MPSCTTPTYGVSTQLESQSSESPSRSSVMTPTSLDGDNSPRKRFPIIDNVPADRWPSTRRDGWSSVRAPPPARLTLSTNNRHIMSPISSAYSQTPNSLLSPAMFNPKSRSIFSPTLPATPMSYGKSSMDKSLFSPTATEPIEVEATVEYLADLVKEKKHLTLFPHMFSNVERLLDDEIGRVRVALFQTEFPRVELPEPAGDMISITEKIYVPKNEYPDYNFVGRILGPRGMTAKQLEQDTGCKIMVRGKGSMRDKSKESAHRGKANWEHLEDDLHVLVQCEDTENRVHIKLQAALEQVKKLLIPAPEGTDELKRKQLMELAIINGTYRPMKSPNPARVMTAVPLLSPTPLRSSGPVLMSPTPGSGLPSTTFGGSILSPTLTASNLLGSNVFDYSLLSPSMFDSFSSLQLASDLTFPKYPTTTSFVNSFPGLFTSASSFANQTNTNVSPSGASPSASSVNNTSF
# PAD4 FP inh: human PAD4 inhibitors, primary screen, biochemical, fluorescence polarization, 1536-well format | Protein-arginine deiminase type-4 (Homo sapiens), Q9UM07 | recombinant PAD4, RCA probe fluorescence polarization | inhibition, % at 6.36 µM | hit rate 0.41% among 330,000;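 active = percent inhibition above a cutoff equal to the mean of all tested compounds plus 3 SD, cut at about 15% in these data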;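 note: 0% = PAD4 with RCA probe and DMSO and 100% = probe without PAD4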
# MCL1-BIM inh: inhibitors of MCL1 binding to BIM-BH3, primary screen, biochemical, fluorescence polarization; hit rate 0.68% among 320,000; Induced myeloid leukemia cell differentiation protein Mcl-1 (Homo sapiens), Q07820; GST-MCL1 / FITC-Bim-BH3 fluorescence polarization; inhibition, % at 10.9 µM;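 active = inhibition above the mean inhibition of all tested compounds plus 3 SD, set per campaign, cut at about 40% in these data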;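 note: 0% = DMSO wells and 100% = unlabeled Bim-BH3 peptide control; higher means more loss of mP so more displacement of Bim peptide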
# PME-1 inh: PME-1 inhibitors via competitive probe labeling, primary screen, biochemical, fluorescence polarization, FP-Rh probe, HTS | Protein phosphatase methylesterase 1 (Homo sapiens), Q9Y570 | inhibition, % at 5.9 µM | AID 2130, 2009 | recombinant PME-1 | hit rate 0.53% among 320,000;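 active = inhibition above the campaign mean of all compounds plus 3 SD, cut at about 26% in these data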;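 note: competitive labeling of PME-1 active site by serine hydrolase directed probe; 0% = PME-1 with DMSO and 100% = wells lacking PME-1 enzyme; inhibitors block probe labeling so polarization falls and inhibition rises; many of its hits are not listed in these tables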
# Active calls of the source: *; . = not tested or not shown. Only part of the results is shown; count on the stated rates, not on these rows.
# Screens by letter – A = Fam108B counter; B = GSTO1 inh; C = TPT1 inhibitor; D = MEX-5 binding; E = BCLXL inh; F = GLD-1 TGE inh; G = PAD4 FP inh; H = MCL1-BIM inh; I = PME-1 inh
mol: Cc1cc(O)c(C=O)c2c1C(=O)Oc1c(CO)c(O)c3c(c1O2)C(O)OC3=O (configuration not stated)
  A = 12; B = 9; C = 5; D = .; E = 48*; F = 14; G = 3; H = 103*; I = 8
mol: COc1ccc(C(=O)N(Cc2ccccc2)c2cccc(C)c2)c(OC)c1OC
  A = -1; B = -1; C = 0; D = 4.0; E = 4; F = 9; G = 0; H = -6; I = 2
mol: CN1C(C(=O)NCc2cccc(Br)c2)CC2Cn3c(nc4cc(Cl)c(Cl)cc43)C21 (configuration not stated)
  A = 1; B = -2; C = 1; D = 1.1; E = 2; F = 5; G = -2; H = -1; I = 1
mol: CN(CCC1CCOCC1)C(=O)C1CCC(=O)N(CCc2ccc(Cl)cc2)C1 (configuration not stated)
  A = 5; B = 3; C = 1; D = 0.9; E = 3; F = -6; G = -1; H = 3; I = 2
mol: COc1ccc(C(=O)C(C)N(C(=O)c2ccc(Cl)cc2Cl)N2C(=O)C3C4C=CC(C4)C3C2=O)cc1 (configuration not stated)
  A = 0; B = -3; C = 3; D = -2.7; E = 2; F = 4; G = 1; H = 4; I = -6
mol: COc1ccc(NC(=S)N(CCCN2CCCC2)Cc2cccs2)cc1
  A = 6; B = 6; C = -1; D = 1.1; E = 3; F = 5; G = 1; H = 8; I = 2
mol: Cc1ccc(-n2ncc3c(=O)n(CC(=O)N4CCN(C(=O)c5ccco5)CC4)cnc32)cc1
  A = .; B = .; C = .; D = .; E = 6; F = 5; G = 1; H = 7; I = -2
mol: COc1ccc([C@H]2CC(=O)C=C(c3ccc(CO)cc3)C2)cc1
  A = .; B = .; C = .; D = .; E = 4; F = 0; G = 1; H = 4; I = 2
mol: O=C(NC(=S)Nc1sc2c(c1C(=O)O)CCCC2)c1ccccc1
  A = 7; B = -65; C = 1; D = -0.4; E = 15; F = 7; G = -2; H = 19; I = 0
mol: O=C(CCn1cccn1)Nc1ccc2c(c1)OCCO2
  A = 0; B = 9; C = -4; D = -0.6; E = 4; F = 3; G = -1; H = 4; I = -7
mol: Cc1cc(C(=O)Nc2cccc(C)c2C)c2ccccc2n1
  A = 3; B = 3; C = -1; D = -1.4; E = 5; F = 7; G = -3; H = 1; I = 0
mol: Cc1cccc(NC(=S)NNC(=S)NCc2ccccc2)c1
  A = -1; B = -2; C = 1; D = 1.1; E = 5; F = 2; G = 1; H = 4; I = 5
mol: Cc1cc(C)n(-c2nc3ccccc3s2)n1
  A = 2; B = 0; C = -1; D = 0.6; E = 5; F = 2; G = -4; H = 2; I = 0
mol: CCOc1ccccc1C(=O)OCC(=O)Nc1cc(Cl)ccc1Oc1ccccc1
  A = -3; B = -4; C = 3; D = 0.5; E = 1; F = -5; G = -5; H = -2; I = -6
mol: CN(C)CCCn1c(=O)n(C2CCCCC2)c(=O)c2c3c(sc21)CCCCC3
  A = 1; B = 14; C = -5; D = 3.9; E = -1; F = -8; G = -2; H = 4; I = 4

# BCLXL inh, hit marks shown above
SMILES | TPT1 inhibitor | MEX-5 binding | BCLXL inh | GLD-1 TGE inh | PAD4 FP inh | MCL1-BIM inh | PME-1 inh
Cc1cc(O)c(C=O)c2c1C(=O)Oc1c(CO)c(O)c3c(c1O2)C(O)OC3=O (configuration not stated) | 5 | . | 48* | 14 | 3 | 103* | 8

# The main list resumes with the 2 entries that preceded the break.
# Screens by letter – A = Fam108B counter; B = GSTO1 inh; C = TPT1 inhibitor; D = MEX-5 binding; E = BCLXL inh; F = GLD-1 TGE inh; G = PAD4 FP inh; H = MCL1-BIM inh; I = PME-1 inh
mol: CCOc1ccccc1C(=O)OCC(=O)Nc1cc(Cl)ccc1Oc1ccccc1
  A = -3; B = -4; C = 3; D = 0.5; E = 1; F = -5; G = -5; H = -2; I = -6
mol: CN(C)CCCn1c(=O)n(C2CCCCC2)c(=O)c2c3c(sc21)CCCCC3
  A = 1; B = 14; C = -5; D = 3.9; E = -1; F = -8; G = -2; H = 4; I = 4
mol: CC1CC(C)(C)NC(=S)N1CCC(=O)N1c2ccccc2CC1C (configuration not stated)
  A = 2; B = 0; C = 1; D = -5.6; E = 6; F = 6; G = -3; H = 6; I = -7
mol: CSc1nnc(Nc2ccccc2C)s1
  A = 2; B = 2; C = -6; D = -1.0; E = 9; F = -3; G = -2; H = 8; I = 2
mol: Cn1c(SCC(=O)O)nnc1-c1cccc(NC(=O)c2cccc3ccccc23)c1
  A = 4; B = 8; C = -1; D = 0.3; E = -45; F = 3; G = 3; H = -35; I = 0
mol: CCOCCCNC(=O)C1CCN(Cc2ccc(OCc3ccccc3)c(OC)c2)CC1
  A = -4; B = 7; C = 0; D = -1.4; E = 8; F = -1; G = 0; H = 5; I = -4
mol: CC(=O)c1ccc(N=C2SCCCN2C(=O)C2CCCCC2)cc1
  A = 1; B = 0; C = 2; D = -1.2; E = 2; F = 4; G = -3; H = -3; I = -1
mol: COc1ccc(NC(=O)CCCN2C(=O)C(c3ccccc3)Oc3cccnc32)cc1OC (configuration not stated)
  A = -4; B = -3; C = -5; D = 0.1; E = -1; F = 8; G = 2; H = 1; I = -3
mol: O=C1NCCN(Cc2cccc(Oc3ccccc3)c2)C1CC(=O)N1CCCCO1 (configuration not stated)
  A = -1; B = -2; C = 1; D = 1.3; E = 10; F = -2; G = -2; H = 8; I = 5
mol: C/C(=N\NC(=O)C(NC(=O)c1ccccc1)C(C)C)c1ccccc1 (configuration not stated)
  A = -3; B = 8; C = 4; D = 3.4; E = 4; F = 1; G = -6; H = 8; I = -1
mol: COc1ccc(C2(C(=O)N3CCC(n4nc(-c5ccccc5)oc4=O)CC3)CC2)cc1
  A = 3; B = -2; C = -2; D = -0.4; E = -1; F = 10; G = 4; H = 2; I = -1
mol: CCc1cn([C@H]2C[C@H](O)[C@@H](CO)O2)c(=O)[nH]c1=O
  A = 0; B = 2; C = 0; D = -1.0; E = -9; F = 0; G = -2; H = -4; I = -2
mol: C/C(CC(=O)NCc1ccco1)=N\NC(=O)Cc1ccc(-c2ccccc2)cc1
  A = 2; B = 4; C = 38*; D = 1.5; E = -58; F = -39; G = 0; H = -43; I = 2
mol: CCOC(=O)N1CCN(c2cc(N3CCOCC3)c(F)cc2[N+](=O)[O-])CC1
  A = 4; B = 5; C = 4; D = 0.6; E = -1; F = 2; G = 1; H = -3; I = 2
mol: O=C(NCc1ccc2c(c1)OCO2)c1cccc(C(=O)NCc2ccc3c(c2)OCO3)c1
  A = -1; B = 1; C = 2; D = -1.4; E = 2; F = 1; G = -2; H = -1; I = -4

# Entries of single compounds, quoted from the list:
# CCc1cn([C@H]2C[C@H](O)[C@@H](CO)O2)c(=O)[nH]c1=O reads Fam108B counter: 0; GSTO1 inh: 2; TPT1 inhibitor: 0; MEX-5 binding: -1.0; BCLXL inh: -9; GLD-1 TGE inh: 0; PAD4 FP inh: -2; MCL1-BIM inh: -4; PME-1 inh: -2
# C/C(CC(=O)NCc1ccco1)=N\NC(=O)Cc1ccc(-c2ccccc2)cc1 reads Fam108B counter: 2; GSTO1 inh: 4; TPT1 inhibitor: 38*; MEX-5 binding: 1.5; BCLXL inh: -58; GLD-1 TGE inh: -39; PAD4 FP inh: 0; MCL1-BIM inh: -43; PME-1 inh: 2

# An excerpt from above in order of their number in MCL1-BIM inh, descending.
Compound | MCL1-BIM inh
O=C(NC(=S)Nc1sc2c(c1C(=O)O)CCCC2)c1ccccc1 | 19
COc1ccc(NC(=S)N(CCCN2CCCC2)Cc2cccs2)cc1 | 8
CCOCCCNC(=O)C1CCN(Cc2ccc(OCc3ccccc3)c(OC)c2)CC1 | 5
COc1ccc([C@H]2CC(=O)C=C(c3ccc(CO)cc3)C2)cc1 | 4
CN(CCC1CCOCC1)C(=O)C1CCC(=O)N(CCc2ccc(Cl)cc2)C1 (configuration not stated) | 3
O=C(NCc1ccc2c(c1)OCO2)c1cccc(C(=O)NCc2ccc3c(c2)OCO3)c1 | -1
CCOc1ccccc1C(=O)OCC(=O)Nc1cc(Cl)ccc1Oc1ccccc1 | -2
